Screening results: PubChem BioAssay, Broad Institute
FN deposit inh: fibronectin deposition inhibition | AH1F fibroblasts, Alexa488-fibronectin deposition fluorescence, overnight | hit rate 0.086% among 350,000 | inhibition, % at 12.6 µM;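 active means mean inhibition across replicates of 30% or more, regardless of how many single replicates reach that level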;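 further: positive control wells lacked labelled fibronectin entirely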
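Test system: AH1F fibroblast monolayer depositing Alexa488-labelled fibronectin into matrix. Input: 10000 cells per well. Technique: fluorescence, ex 485 nm, em 525 nm. Buffer or medium: DMEM plus 2% serum, read in PBS. Timing: 1 h cell adhesion before compound, then overnight fibronectin incubation. Compound: single dose, pinned. Read-out basis: inhibition from reduced deposited-fibronectin fluorescence.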
PAX8 inh HTS: PAX8 transcriptional activity inhibition. RMG-I TPO-luciferase reporter, SteadyGlo, 24 h. inhibition, % at 12.6 µM. hit rate 1.2% among 360,000;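 active means mean replicate inhibition at least 60% with every replicate also reaching 60%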;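 further: luciferase light reporting Pax8 driven TPO promoter activity; plate controls were median of neutral control wells for no effect and mitoxantrone controls for full effect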
EWS-Fli block: EWS/Fli transcriptional activity inhibition; A673 NR0B1-luciferase reporter, viability-normalised; inhibition, % at 12.6 µM; hit rate 0.67% among 350,000; AID 651661;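 active means mean inhibition of at least 50% after viability correction, with every replicate also passing that limit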;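 further: firefly luciferase signal divided by Alamar Blue viability fluorescence both relative to DMSO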
Cneo AK release: causes C. neoformans cell lysis; adenylate kinase release luminescence, 4 h; normalised: neutral wells 0, clomiphene wells 100; lysis activity, % at 15 µM; hit rate 0.2% among 360,000; AID 651654;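 active means mean lysis activity across replicates of at least 80%, whatever share of replicates individually reach that level; inactive means mean lysis activity below 80%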
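Test system: log-phase Cryptococcus neoformans yeast cells. Input: 5 × 10^6 yeast cells/mL. Medium: fresh YPD growth medium. Doses: single dose. Incubation: static 4 h at 37 °C with compound, 1 h detection. Measured by: luminescent adenylate kinase detection reagent. Read-out: signal increase indicating cell lysis. Benchmarks: Clomiphene.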
PGC1a acetyl inh: modulators of PGC1a acetylation. U2OS PGC1a acetylation, AlphaScreen anti-acetyl-lysine; with virally co-expressed GCN5 acetyltransferase. hit rate 0.17% among 350,000. inhibition, % at 15.6 µM;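 active means every replicate shows inhibition of at least 40%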;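 further: 0% = neutral control wells and 100% = positive control wells; some results beyond the cut were filed as inactive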
Casp6 inh: inhibitors of human caspase-6. inhibition, % at 12.5 µM. P55212. purified caspase-6, Z-VEID-R110 cleavage fluorescence. hit rate 0.53% among 350,000. AID 686996;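 active means mean inhibition across replicates at least about 35%, with every replicate also reaching that limit, limit read from the data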;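 further: 0% = median of neutral control wells and 100% = no fluorescence left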
Target sequence (P55212 24-179 limits assumed): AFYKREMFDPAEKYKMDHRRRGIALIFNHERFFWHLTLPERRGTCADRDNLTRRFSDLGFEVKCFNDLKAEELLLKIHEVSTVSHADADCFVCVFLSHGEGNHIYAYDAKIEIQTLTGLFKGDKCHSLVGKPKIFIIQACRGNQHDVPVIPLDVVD
Target sequence (P55212 194-293 limits assumed): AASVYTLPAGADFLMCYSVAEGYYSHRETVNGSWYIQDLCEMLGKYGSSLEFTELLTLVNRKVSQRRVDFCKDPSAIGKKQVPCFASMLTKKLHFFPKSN
LGR2 antag: blocks bursicon-induced cAMP signaling via Drosophila LGR2 | HEK293 LGR2, CRE-luciferase, bursicon-stimulated, 4 h | inhibition, % at 9.99 µM | hit rate 0.35% among 380,000;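 active means drop in luminescence signal, shown as inhibition above about 50% in the replicate tests, limit read from the data, passing the limit was not always enough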;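 further: agonist challenge used bursicon conditioned medium at about half maximal strength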
miR122 inh: miR-122 inhibition in Huh7 cells. Huh7 miR-122 Renilla luciferase sensor, 48 h; neutral wells = 0, positive control = 100. activation (reporter increase), % at 12.5 µM. hit rate 0.3% among 340,000;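 active means mean replicate activation score at least 90 and every replicate individually at or above 90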;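 further: higher luciferase means less miR-122 activity so hits act as miR-122 inhibitors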
The depositor's hits bear a star; [ ] = dose if it differs, or a comment.

Screening COc1ccc(S(=O)(=O)Nc2ccc3c(c2)CC(=O)N([C@H](C)CO)C[C@H](C)[C@@H](CN(C)Cc2ccc(-c4ccccc4)cc2)O3)cc1 returned PAX8 inh HTS 76*, EWS-Fli block -3, Cneo AK release 1, PGC1a acetyl inh -18, Casp6 inh 0, LGR2 antag 15 and miR122 inh -18[16.7 µM].
CCn1c(CNC(=O)c2ccc3c(c2)OCO3)nnc1SCC(=O)Nc1cc(C)ccc1OC was read as Cneo AK release -1, PGC1a acetyl inh -11, LGR2 antag -7 and miR122 inh 2.
CC(C)NC(=O)N(C)C[C@H]1OCCCC[C@@H](C)Oc2ccc(NC(=O)CCCN(C)C)cc2C(=O)N([C@@H](C)CO)C[C@H]1C was read as PAX8 inh HTS -12, Cneo AK release 0, PGC1a acetyl inh 3, Casp6 inh 0, LGR2 antag 30 and miR122 inh -1[16.7 µM].
Screening Cc1cc([N+](=O)[O-])cc2c1NC(=O)C2(O)N1CCCCCC1 (configuration not stated) returned FN deposit inh 29, PAX8 inh HTS 0, Cneo AK release -1, PGC1a acetyl inh 0, LGR2 antag -8 and miR122 inh -5.
`CC(C)N(C[C@@H]1[C@H](c2ccccc2)[C@@H](CO)N1S(C)(=O)=O)C(=O)CN(C)C` gave FN deposit inh -4, PAX8 inh HTS 10, EWS-Fli block 3, Cneo AK release 51, PGC1a acetyl inh -1, Casp6 inh -1, LGR2 antag 10 and miR122 inh -8[16.7 µM].
`CCOCCn1c(SCc2c(F)cccc2Cl)nc2c1c(=O)[nH]c(=O)n2C` gave FN deposit inh -8, Cneo AK release -1, PGC1a acetyl inh -2 and miR122 inh -2.
O=C(OCC(=O)N1CCCc2ccccc21)c1c(F)cccc1F was read as FN deposit inh 4, PAX8 inh HTS -26, EWS-Fli block 3, Cneo AK release -2, PGC1a acetyl inh -9, Casp6 inh 1 and LGR2 antag 1.
Screening COCCCN1C(=O)c2ccc(C(=O)NCCc3ccccc3)cc2C1=O returned FN deposit inh -1, PAX8 inh HTS -35, EWS-Fli block -34, Cneo AK release -7, PGC1a acetyl inh -2, Casp6 inh 0, LGR2 antag -30 and miR122 inh -9.
Screening CCOc1cc(N2CCOCC2)c(OCC)cc1NC(=O)CN1C(=O)C2CC=CCC2C1=O (configuration not stated) returned PAX8 inh HTS 9, EWS-Fli block -17, Casp6 inh 2 and LGR2 antag -28.
Screening COc1cc(OC)cc(C(=O)NC2CCN(Cc3nnnn3Cc3cccs3)CC2)c1 returned FN deposit inh -15, Cneo AK release 2, PGC1a acetyl inh -8 and miR122 inh -8.
CCN1C(=O)[C@@H]2[C@@H](c3ccc(-c4ccc5c(c4)OCO5)c(OC)c3)N3CCC[C@@]3(C(=O)OC)[C@@H]2C1=O was read as FN deposit inh -16, PAX8 inh HTS 1, EWS-Fli block 0, Cneo AK release 2, PGC1a acetyl inh 1, Casp6 inh 1, LGR2 antag 0 and miR122 inh -1.
Screening Cc1cnc(-c2nc3ccccc3n2C(C(=O)NC(C)(C)C)c2ccccc2)cn1 (configuration not stated) returned FN deposit inh 5, PAX8 inh HTS -14, EWS-Fli block -1, Casp6 inh 0 and LGR2 antag -15.
`Cc1ccc(-c2ccc3c(c2)O[C@@H](CN(C)C)[C@@H](C)CN([C@@H](C)CO)S3(=O)=O)cc1` gave FN deposit inh 1, PAX8 inh HTS 0, EWS-Fli block -7, Cneo AK release -3, PGC1a acetyl inh -36, Casp6 inh -1, LGR2 antag -6 and miR122 inh -12[16.7 µM].
For Cc1c(C(=O)NCc2ccccc2C(F)(F)F)sc(=O)n1Cc1ccc(F)cc1 the results were FN deposit inh 1, PAX8 inh HTS -6, EWS-Fli block -5, Cneo AK release -1, Casp6 inh 0 and LGR2 antag -11.
Screening NC(=O)Cn1c(=O)n(CCC(=O)NCCSCc2ccccc2)c(=O)c2ccccc21 returned FN deposit inh 3, PAX8 inh HTS -10, EWS-Fli block 6, Casp6 inh 10, LGR2 antag -5 and miR122 inh 0.
CCCNC(=O)N(C)C[C@@H]1Oc2cc(C#C[C@@H](C)O)ccc2S(=O)(=O)N([C@@H](C)CO)C[C@@H]1C was read as FN deposit inh -10, EWS-Fli block -2, Cneo AK release 1, PGC1a acetyl inh 8, LGR2 antag -1 and miR122 inh 9[16.7 µM].
Screening COCCn1c(=NC(=O)/C=C/c2cccs2)sc2cc(NC(C)=O)ccc21 returned FN deposit inh -4, PAX8 inh HTS 26, Cneo AK release -1, LGR2 antag 12 and miR122 inh 13.
`O=c1c2c3c(sc2nc2n1CCCCC2)C(O)CCC3` (configuration not stated) gave FN deposit inh -1, PAX8 inh HTS -76, EWS-Fli block -49, Cneo AK release -1, PGC1a acetyl inh -1, Casp6 inh -4, LGR2 antag -13 and miR122 inh 2.
For Cc1ccc(-c2noc(CSc3nnnn3C3CCCCC3)n2)cc1 the results were FN deposit inh -4, PAX8 inh HTS -76, EWS-Fli block 5, Cneo AK release 9, PGC1a acetyl inh -9, Casp6 inh -3, LGR2 antag -5 and miR122 inh -2.
Screening COc1ccc(NC(=O)Nc2ccc3c(c2)C(=O)N([C@H](C)CO)C[C@H](C)[C@H](CN(C)C(=O)Nc2cccc4ccccc24)OCCCC[C@H](C)O3)cc1 returned FN deposit inh 9, PAX8 inh HTS 3, EWS-Fli block -3, Cneo AK release 2, PGC1a acetyl inh -13, Casp6 inh -2, LGR2 antag 9 and miR122 inh 4[16.7 µM].
For O=C(N[C@H]1C=C[C@@H](CC(=O)N2CCN(c3ccccc3)CC2)O[C@H]1CO)c1ccncc1 the results were PAX8 inh HTS 13, EWS-Fli block 8, Cneo AK release 27, PGC1a acetyl inh 0, Casp6 inh 0, LGR2 antag -8 and miR122 inh 5[16.7 µM].
CCN(c1ccc(OC)cc1)S(=O)(=O)c1cc(-c2cc(C)no2)ccc1OC was read as FN deposit inh -9, PAX8 inh HTS -2, Cneo AK release -4, PGC1a acetyl inh -1, Casp6 inh 1, LGR2 antag 3 and miR122 inh 11.
For Cc1cc(C)cc(NC(=S)/N=C(\N)Nc2nc(C)c3ccccc3n2)c1 the results were FN deposit inh -3, PAX8 inh HTS -20, Casp6 inh 0 and LGR2 antag -12.
Screening COc1ccccc1N1CCN(C(=O)CN(C)S(=O)(=O)c2ccc3c(c2)c(=O)n(C)c(=O)n3C)CC1 returned FN deposit inh 1, PAX8 inh HTS 1, EWS-Fli block 3, Casp6 inh -1 and LGR2 antag -17.
CCCN(CC(=O)Nc1ccc(Cl)cc1Cl)C(=O)/C=C/c1cc(OC)ccc1OC was read as FN deposit inh -6, PAX8 inh HTS 29, PGC1a acetyl inh 0, LGR2 antag 2 and miR122 inh -3.
Screening CCOc1ccc(N(CC(=O)Nc2ccccc2OC)S(C)(=O)=O)cc1 returned FN deposit inh 0, PAX8 inh HTS 12, EWS-Fli block 15, Cneo AK release 1, Casp6 inh 4 and LGR2 antag 7.
Screening Cc1ccc(CC(=O)Nc2ccc([N+](=O)[O-])cc2C)cc1 returned FN deposit inh -6, PAX8 inh HTS -14, EWS-Fli block 2, Casp6 inh 0 and LGR2 antag 10.
`C=CCN1C(=O)C2C(C(=O)NC)C3(C)C=CC2(O3)C1C(=O)NCc1ccc(OC)cc1` (configuration not stated) gave FN deposit inh -6, PAX8 inh HTS 14, Cneo AK release 2, PGC1a acetyl inh -8 and miR122 inh -20.
`O=C(O/N=C(/c1ccccc1)c1ccncc1)c1ccccc1[N+](=O)[O-]` gave FN deposit inh 5, PAX8 inh HTS 6, EWS-Fli block 0, Cneo AK release -1, PGC1a acetyl inh 2, Casp6 inh 2, LGR2 antag 17 and miR122 inh -2.
For O=C(c1ccc(-n2cccc2)cc1)N1CCN(Cc2ccccc2)CC1 the results were FN deposit inh 6, Cneo AK release -6, PGC1a acetyl inh -3 and miR122 inh -9.
`COc1ccc2nc(SCC(=O)N(C)C3CCCCC3)c(C#N)cc2c1` gave FN deposit inh 2, PAX8 inh HTS -2, Cneo AK release -8, PGC1a acetyl inh -5 and miR122 inh -10.
`COc1cccc(C(=O)NC2=NCCS2)c1` gave FN deposit inh 8, PAX8 inh HTS -48, Cneo AK release -4, PGC1a acetyl inh 2 and miR122 inh -2.
`COc1ccc(CCN(C)C2CCCN(C(=O)c3ccnn3C)C2)cc1OC` (configuration not stated) gave FN deposit inh 0, PAX8 inh HTS 4, EWS-Fli block 1, Cneo AK release 4, Casp6 inh -1, LGR2 antag 15 and miR122 inh 4.
CN1CCN(S(=O)(=O)NC[C@H]2O[C@@H](n3cnc4c(N)ncnc43)[C@H](O)[C@@H]2O)CC1 was read as FN deposit inh -9, PAX8 inh HTS -3, EWS-Fli block -6, Cneo AK release 5, PGC1a acetyl inh 4, Casp6 inh 2, LGR2 antag 10 and miR122 inh 3.
Screening O=C(CSc1ccccn1)Nc1ccc(NC(=O)CSc2ccccn2)cc1 returned FN deposit inh -4, PAX8 inh HTS -1, EWS-Fli block -23, Casp6 inh 2 and LGR2 antag -23.
For CCCCCCn1cc(C(=O)OCC)c(=O)c2cc(F)c(F)cc21 the results were FN deposit inh -18, PAX8 inh HTS 21, EWS-Fli block 6, PGC1a acetyl inh 14, Casp6 inh 1 and LGR2 antag -3.
Screening C#CCSc1nnc(-c2ccc(C)cc2)o1 returned FN deposit inh 11, Cneo AK release -2, PGC1a acetyl inh -5 and miR122 inh -5.
Screening Cc1ccc(C(=O)OCCN(C)Cc2ccccc2)cc1 returned FN deposit inh 3, PAX8 inh HTS -12, EWS-Fli block 3, Cneo AK release 18, PGC1a acetyl inh -2, Casp6 inh 4, LGR2 antag 9 and miR122 inh -4.
Screening COc1ccc(/C=N\N2CCN(Cc3ccccc3Cl)CC2)cc1 returned FN deposit inh -4, PAX8 inh HTS -22, EWS-Fli block -2, Cneo AK release 8, PGC1a acetyl inh -6, Casp6 inh -4, LGR2 antag 4 and miR122 inh 0.
O=C(c1cnccn1)N1CCCC(N2CCN(c3cccc(Cl)c3)CC2)C1 (configuration not stated) was read as FN deposit inh 7, PAX8 inh HTS -5, EWS-Fli block -6, Cneo AK release 0, Casp6 inh 1, LGR2 antag 0 and miR122 inh -3.
C[C@H]1CCCCO[C@H](CN(C)C(=O)Cc2ccccc2)[C@@H](C)CN([C@@H](C)CO)C(=O)c2cc(NC(=O)Nc3ccc4c(c3)OCO4)ccc2O1 was read as PAX8 inh HTS -4, EWS-Fli block 3, Cneo AK release 3, PGC1a acetyl inh -11, Casp6 inh -1, LGR2 antag 18 and miR122 inh -5[16.7 µM].
CCCN1CCN(S(=O)(=O)c2cc3c(cc2C)NC(=O)CO3)CC1 was read as FN deposit inh -1, PAX8 inh HTS -7, EWS-Fli block -2, Cneo AK release -1, PGC1a acetyl inh -7, Casp6 inh 1, LGR2 antag 4 and miR122 inh 2.
Cc1ccc(C(=O)NC2CC(C)(C)NC(C)(C)C2)c(C)c1 was read as Cneo AK release -2, PGC1a acetyl inh -1, LGR2 antag -2 and miR122 inh -6.

Among those listed so far, 3 contain a nitro group on carbon.
Screening Cc1cc([N+](=O)[O-])cc2c1NC(=O)C2(O)N1CCCCCC1 (configuration not stated) returned FN deposit inh 29, PAX8 inh HTS 0, Cneo AK release -1, PGC1a acetyl inh 0, LGR2 antag -8 and miR122 inh -5.
Screening Cc1ccc(CC(=O)Nc2ccc([N+](=O)[O-])cc2C)cc1 returned FN deposit inh -6, PAX8 inh HTS -14, EWS-Fli block 2, Casp6 inh 0 and LGR2 antag 10.
`O=C(O/N=C(/c1ccccc1)c1ccncc1)c1ccccc1[N+](=O)[O-]` gave FN deposit inh 5, PAX8 inh HTS 6, EWS-Fli block 0, Cneo AK release -1, PGC1a acetyl inh 2, Casp6 inh 2, LGR2 antag 17 and miR122 inh -2.
